CBFb RUNX1 block = CBF-beta/RUNX1 interaction disruption; Q01196+Q13951; AlphaScreen CBFb-His/RUNX1-biotin binding, biochemical; Potency, µM (series often up to 59.8 µM), without a hit: at the highest dose activity, negative = inhibition, most hits filed as inhibitors; 230,000 tested, under 10 active; AID 1477; also: % of control where 0% means no effect
Target sequence (Q01196 whole entry, looked up): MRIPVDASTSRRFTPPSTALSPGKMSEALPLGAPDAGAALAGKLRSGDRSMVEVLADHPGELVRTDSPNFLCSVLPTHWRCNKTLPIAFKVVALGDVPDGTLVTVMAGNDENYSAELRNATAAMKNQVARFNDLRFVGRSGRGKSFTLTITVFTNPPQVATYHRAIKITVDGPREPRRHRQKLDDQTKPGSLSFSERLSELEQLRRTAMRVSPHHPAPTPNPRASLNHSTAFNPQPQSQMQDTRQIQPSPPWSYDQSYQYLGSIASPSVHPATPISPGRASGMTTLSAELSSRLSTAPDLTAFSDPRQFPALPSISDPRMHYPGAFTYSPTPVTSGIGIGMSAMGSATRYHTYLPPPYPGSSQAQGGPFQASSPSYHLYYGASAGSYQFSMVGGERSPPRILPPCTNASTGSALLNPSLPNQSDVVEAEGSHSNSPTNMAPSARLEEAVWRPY
Target sequence (Q13951 whole entry, looked up): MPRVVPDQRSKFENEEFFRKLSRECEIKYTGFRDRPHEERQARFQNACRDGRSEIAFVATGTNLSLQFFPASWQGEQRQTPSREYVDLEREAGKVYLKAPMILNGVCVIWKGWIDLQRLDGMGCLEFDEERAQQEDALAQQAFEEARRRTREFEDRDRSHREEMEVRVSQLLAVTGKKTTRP
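AlphaScreen binding: CBFb-His and RUNX1-biotin (30 nM each) preincubated 20 min, compound added for 15 min, then nickel and streptavidin beads for 90 min, all at room temperature. Disruption of the interaction by any mechanism counts as activity.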
Lamin A splicing = modulators of lamin A splicing; hit rate 0.01% among 200,000; Potency, µM (highest dose often 46.1 µM), without a hit: top-dose ratio change, negative = inhibition, usual class: inhibitors; HeLa LMNA splicing GFP/RFP minigene ratio, 48 h; active = well fitted inhibition curve with a large enough effect in the signal ratio, with a control signal flat, not every such curve was filed as active; inconclusive = small, poorly fitted or top-dose-only effect, or effect the other way, or a change in a side signal; the % refers to the signal ratio; also: potency is read from the fitted curve at half-maximal effect; % is scaled to controls: 0 for no effect and ±100 for the full control effect
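S3 HeLa cells stably expressing lamin A-EGFP splicing minigene plus DsRed2, 600 cells/well, 48 h compound exposure at 37C. Laser-scanning cytometry; analysed as GFP (500-530 nm)/RFP (575-640 nm) total intensity ratio; 0.5% DMSO vehicle.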
KinaseGlo FLuc = blocks Kinase-Glo luciferase, a counter-screen artifact. Q27757. Kinase-Glo luciferase, ATP luminescence, 8 min. Potency, µM (highest dose often 38.3 µM), inactives show at the highest dose activity change, negative = inhibition, usual class: inhibitors. hit rate 0.28% among 200,000. AID 1379; also: potency is read from the fitted curve at half-maximal effect; % is scaled to controls: 0 for no effect and ±100 for the full control effect; nearly all actives have a fitted effect of over 60% in size
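Substrate mix (final 50 mM imidazole pH 7.2, 50 mM KCl, 7 mM MgCl2, 10 uM ATP, 0.01% Tween 20, 0.05% BSA) plus pin-tool compound, then Kinase-Glo detection mix; 8 min ambient, luminescence read.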
Epigenetic reg = derepresses silenced GFP reporter in murine cells | Potency, µM (doses to about 53.9 µM), without a hit: at the top dose GFP activation, most hits filed as activators | hit rate 0.2% among 280,000 | AID 1865 | murine LDR cells, GFP reporter derepression, 30 h; also: potency is read from the fitted curve at half-maximal effect; % of control where 0% means no effect; nearly all actives have a fitted effect of over 60% in size
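In this reporter-derepression format, murine cells bearing a silenced integrated CMV-GFP locus incubate with test compound (30 h, 37 C), then are washed and imaged; fluorescent objects of 20–120 um count as induced cells.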
IMPase Li inh = membrane-permeable IMPase blocker, potentiated with lithium. CHO-M1 cells, IP1 TR-FRET (IP-One), carbachol + lithium. Potency, µM (top dose mostly 59.4 µM), without a hit: at the highest dose activity, negative = IMPase inhibition, most hits filed as inhibitors. hit rate 0.35% among 210,000. AID 1457;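 also: IP1 builds up when IMPase is blocked and the TR-FRET signal falls; potency is read from the fitted curve at half-maximal effect; plate controls were basal vehicle for no effect and high inhibitor control for full effect; nearly all actives have a fitted effect of over 50% in size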
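CHO-M1, 2000 cells/well, 16–30 h culture; cpd + low Li+, 30 min 37C; lysis with d2-IP1/Eu-anti-IP1 Ab, 10 min RT; TR-FRET 665/620 ratio and 620 channel; AC50 via Hill.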
HTT aggregate = mutant huntingtin aggregation inhibition; PC12 HttQ103-GFP aggregates, Acumen cytometry, 40 h; Potency, µM (top dose mostly 46.1 µM), without a hit: top-dose activity change, negative = inhibition, most hits filed as inhibitors; hit rate 1.1% among 220,000; AID 1688; also: potency is read from the fitted curve at half-maximal effect; % is scaled to controls: 0 for no effect and ±100 for the full control effect; nearly all actives have a fitted effect of over 60% in size
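Quantitative HTS on tebufenozide-induced (100 nM) PC12 cells stably expressing polyQ103 Huntingtin exon 1–GFP. Reduction of bright GFP aggregates, detected by laser scanning cytometry after lysis, identified actives across the titration.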
NPSR antag = blocks cAMP signaling of the human neuropeptide S receptor. Potency, µM (top dose mostly 38.3 µM), inactives show at the highest dose activity change, negative = inhibition, hits mostly inhibitors. hit rate 1% among 220,000. CHO-NPSR cells, cAMP TR-FRET, antagonist mode. AID 1461. Q6W5P4; also: potency is read from the fitted curve at half-maximal effect; % is scaled to controls: 0 for no effect and ±100 for the full control effect; nearly all actives have a fitted effect of over 50% in size; many of its hits are not listed in these tables
* marks the source's active call; other numbers are inactive results; ? = inconclusive; · = no result given; & = joins results of further samples; [ ] = dose if it differs, or a comment. Unless noted, calls follow the shape of the dose curve; as a rule, active = well fitted curve in the direction sought with a large enough effect; inconclusive = small, poorly fitted or top-dose-only effect, or another doubt; inactive = no such curve, though single readings can be large; an effect the other way counts as inactive or inconclusive. This is a subset; the hit share may differ from the screen's.

SMILES	CBFb RUNX1 block	Lamin A splicing	KinaseGlo FLuc	Epigenetic reg	IMPase Li inh	HTT aggregate	NPSR antag
CCC1C(=O)OCC1Cc1cncn1C (stereo not drawn)	8.3%[21.7 µM]	?	-1.4%&-0.1%	0.5%&0.0%&-1.1%	10.7%&6.3%&18.1%	3.8%	·
CCCOC(=O)c1ccccc1	0.7%&-13.5%	?	6.3%[39.9 µM]	0.1%	-14.8%	-3.5%	·
C[C@]12CC[C@H]3[C@@H](CCC4=CC(=O)CC[C@@]43C)[C@@H]1CC[C@@H]2C(=O)CO	4.1%	?	3.2%	1.1%	9.3%	2.5%	-28.6%

Profiles as entered above:
CCC1C(=O)OCC1Cc1cncn1C (stereo not drawn) as listed: CBFb RUNX1 block = 8.3%[21.7 µM]; Lamin A splicing = ?; KinaseGlo FLuc = -1.4%&-0.1%; Epigenetic reg = 0.5%&0.0%&-1.1%; IMPase Li inh = 10.7%&6.3%&18.1%; HTT aggregate = 3.8%; NPSR antag = ·
CCCOC(=O)c1ccccc1 as listed: CBFb RUNX1 block = 0.7%&-13.5%; Lamin A splicing = ?; KinaseGlo FLuc = 6.3%[39.9 µM]; Epigenetic reg = 0.1%; IMPase Li inh = -14.8%; HTT aggregate = -3.5%; NPSR antag = ·

Bioassay records (PubChem BioAssay)
